Bioassay records as filed in PubChem.
NCI-60 one-dose screen, 48 h, at 10 µM unless noted. Numbers give growth in % (100 = growth as untreated, 0 = no growth, -100 = all killed).
HCC-2998 – HCC-2998 colon cancer. hit rate 4.7% among 79,000. AID 1794799
SNB-19 – SNB-19 CNS cancer cells; hit rate 2.5% among 81,000; AID 1794751
SF-539 – SF-539 CNS cancer; hit rate 6.8% among 81,000; AID 1794752
PC-3 – PC-3 prostate cancer cells | hit rate 3.9% among 80,000 | AID 1794754
SNB-75 – SNB-75 CNS cancer; hit rate 5% among 79,000
SF-268 – SF-268 CNS cancer cells. hit rate 3.1% among 82,000
U251 – U251 CNS tumor cells; hit rate 5.4% among 80,000; AID 1794753
SF-295 – SF-295 CNS cancer cells | AID 1794758 | hit rate 5.6% among 79,000
An asterisk follows results filed as active; . = no result given; & = joins results of further samples; [ ] = another dose, or the depositor's remark. The calls were made as follows: active = growth percent below 10; inactive = the rest. Compounds as they come. Share with any hit: about 10%.

structure	HCC-2998	SNB-19	SF-539	PC-3	SNB-75	SF-268	U251	SF-295
CNc1cccc([N+](=O)[O-])c1	108.4	107.5	97.1	93.2	96.9	102.1	102.5	94.4
CSC1=NC(c2ccc(Cl)cc2)C(C(C)=O)=C(C)N1 (stereo not drawn)	104.8	99.5	105.6	98.7	94.4	100.0	96.5	103.2
O=C(CSc1nnc(Cn2c(C(F)(F)F)nc3ccccc32)o1)Nc1ccccc1	111.7	101.6	95.5	97.3	96.4	101.5	97.7	100.9
Brc1cn2ccnc2c(-c2ccco2)n1	107.3	96.3	103.4	106.2	80.8	102.5	102.8	96.2
C#Cc1cccc(NC(=O)C2CCN(C(=O)CCl)CC2)c1	89.9[8.25 µM]	87.5[8.25 µM]	88.6[8.25 µM]	79.9[8.25 µM]	90.9[8.25 µM]	66.5[8.25 µM]	71.0[8.25 µM]	93.4[8.25 µM]
COc1ccc(C(=O)c2c(C(=O)O)ccc3ccccc23)cc1	95.4	107.4	.	92.2	82.5	100.0	98.8	100.1
Nc1nc(N)c2c(n1)NC(c1sc(Cl)nc1Cl)CC(c1ccc(F)cc1)=N2 (stereo not drawn)	101.7	79.4	79.1	68.5	53.3	80.6	83.1	100.6
CC(C)OC(=O)Nc1ccc(-c2ccc(NC(=O)OC(C)C)cc2)cc1	89.1	102.0	72.9	81.2	93.5	83.4	66.2	.
O=c1[nH]c2cc(O)ccc2c2ccccc12	101.6	86.2	78.8	90.1	92.0	106.5	73.6	101.7
O=C1Nc2ccc(F)cc2C1=Nc1ccc(O)cc1	110.2	98.4	99.3	95.5	100.4	97.7	107.2	104.2
COc1cccc(/C=N/Nc2nc3ccccc3s2)c1OC	.	83.9	74.2	46.3	86.5	72.7	49.1	85.4
O=C1OC(=O)c2c(Br)c(Br)c(Br)c(Br)c21	104.3	106.9	102.3	107.8	79.7	106.0	103.6	100.4
CCCCCCCCCCCC[n+]1ccc(CCCCCCCCC)cc1	-79.5*	-74.5*	-80.7*	-51.6*	-70.0*	-79.2*	-94.6*	-51.3*
CS(=O)(=O)c1ccc(-c2nc3cc(Cl)ccc3n2CC(=O)N/N=C/c2ccc(Cl)cc2)cc1	73.5	51.3	-3.5*	45.5	42.1	50.2	30.5	-36.9*
O=C1c2ccccc2C(=O)c2c1c(C(=O)C(F)(F)F)n1c2ccc2c3ccccc3ccc21	131.6	99.7	98.0	79.6	98.9	97.4	106.8	108.0
COC(=O)[C@]1(CCSC)N[C@H](c2cn(-c3ccccc3)nc2C)[C@@H]2C(=O)N(c3ccccc3)C(=O)[C@@H]21	95.2	108.6	.	100.5	86.0	114.1	104.8	105.6
O=C1CSC(c2cc3ccccc3[nH]c2=O)N1Cc1ccc2c(c1)OCO2 (stereo not drawn)	106.7	94.2	120.3	95.7	103.1	115.9	103.6	96.3
COc1ccc(-c2nc3ccccc3n3cccc23)cc1OC	110.0	93.3	.	67.2	103.0	88.9	93.9	91.0
O=C1C(c2cccc3ccccc23)=C(c2c[nH]c3ccc(Br)cc23)C(=O)N1O	108.7	98.7	97.5	89.8	107.8	103.7	109.0	101.8
Cc1[nH]c(-c2nc3ccccc3[nH]2)c(C)c1C(=O)N1CCc2sccc2C1	110.5	89.4	87.5	87.3	78.6	97.3	97.9	100.0
O=C1NC2(CCCCC2)C(=O)N1CO	105.2	102.6	95.1	99.2	100.7	104.9	98.1	96.5
CC(C)NC(=O)/C=C\C(=O)O	100.3&107.7	111.7&99.7	104.9&99.1	98.8&95.7	101.2&103.7	107.9&99.4	104.2&102.3	99.3&102.2
COC(=O)/C=C/N1CCCC1	89.8	109.4	91.6	106.2	99.5	108.5	102.1	67.4
O=S(=O)(c1ccc(Cl)cc1)c1nc(-c2ccccc2)oc1S(=O)(=O)c1ccc(Cl)cc1	95.8	94.9	84.8	103.2	76.5	97.7	79.9	92.9

Not a retest: 7 of the compounds above.
structure	HCC-2998	SNB-19	SF-539	PC-3	SNB-75	SF-268	U251	SF-295
COc1ccc(-c2nc3ccccc3n3cccc23)cc1OC	110.0	93.3	.	67.2	103.0	88.9	93.9	91.0
O=C1C(c2cccc3ccccc23)=C(c2c[nH]c3ccc(Br)cc23)C(=O)N1O	108.7	98.7	97.5	89.8	107.8	103.7	109.0	101.8
Cc1[nH]c(-c2nc3ccccc3[nH]2)c(C)c1C(=O)N1CCc2sccc2C1	110.5	89.4	87.5	87.3	78.6	97.3	97.9	100.0
O=C1NC2(CCCCC2)C(=O)N1CO	105.2	102.6	95.1	99.2	100.7	104.9	98.1	96.5
CC(C)NC(=O)/C=C\C(=O)O	100.3&107.7	111.7&99.7	104.9&99.1	98.8&95.7	101.2&103.7	107.9&99.4	104.2&102.3	99.3&102.2
COC(=O)/C=C/N1CCCC1	89.8	109.4	91.6	106.2	99.5	108.5	102.1	67.4
O=S(=O)(c1ccc(Cl)cc1)c1nc(-c2ccccc2)oc1S(=O)(=O)c1ccc(Cl)cc1	95.8	94.9	84.8	103.2	76.5	97.7	79.9	92.9

Pulled one by one from the entries so far, 2 records:
structure	HCC-2998	SNB-19	SF-539	PC-3	SNB-75	SF-268	U251	SF-295
COc1ccc(-c2nc3ccccc3n3cccc23)cc1OC	110.0	93.3	.	67.2	103.0	88.9	93.9	91.0
CC(C)NC(=O)/C=C\C(=O)O	100.3&107.7	111.7&99.7	104.9&99.1	98.8&95.7	101.2&103.7	107.9&99.4	104.2&102.3	99.3&102.2

Going on with the list:
structure	HCC-2998	SNB-19	SF-539	PC-3	SNB-75	SF-268	U251	SF-295
CC1=C(/C=C/C(C)=C/C=C/C(C)=C/C=C/C=C(C)/C=C/C=C(C)/C=C/C2=C(C)CCCC2(C)C)C(C)(C)CCC1	105.5	92.3	94.3	89.6	76.7	104.5	90.0	113.3
O=C1C2C(c3ccccc3)=C(c3ccccc3)C1C1C(c3ccccc3)=C(c3ccccc3)C(=O)C21 (stereo not drawn)	86.7	90.4	89.9	27.3	82.3	87.2	79.9	45.1
Cc1cc(/C=C/c2ccc(C(F)(F)F)cc2)c2ccccc2n1	79.8	82.5	82.4	44.0	107.2	66.4	60.8	70.1
COc1cc(-c2nn(CNc3ccc(C(C)=O)cc3)c(=S)o2)cc(OC)c1OC	.	104.7	94.3	104.4	82.4	96.3	115.1	100.2
O=C(NN1C(=O)/C(=C/C=C/c2ccc([N+](=O)[O-])o2)SC1=S)c1ccc(O)cc1	-92.6*	-100.0*	-100.0*	-67.2*	-65.1*	-74.3*	-91.4*	-85.6*
Brc1cc(Br)c2[nH]c(-c3ccccc3)cc2c1	.	97.6	.	80.0	59.5	86.6	95.8	94.2
COc1ccc(CN2c3ccccc3Sc3ccccc32)cc1F	17.8	34.6	-6.3*	21.2	45.1	38.8	20.1	12.4
CC(=O)c1ccc(NC(=O)c2ccccc2CN2C(=O)c3ccccc3C2=O)cc1	107.6	98.0	90.2	98.3	89.3	101.6	102.3	96.1
CCCNCCCCC(C)Nc1cc(OC)cc2cccnc12 (stereo not drawn)	93.6	99.7	99.2	95.6	96.5	104.2	95.7	100.1
CC(=O)Nc1ccc(S(=O)(=O)/N=S(\C)c2ccc(C)cc2)cc1 (stereo not drawn)	93.7	107.1	103.6	92.0	84.3	102.5	101.4	96.2
CN1CCc2nc(N)sc2C1	109.5	98.2	101.8	96.1	87.5	101.1	103.0	102.7
BrCc1ccc(CCCc2ccc(CBr)cc2)cc1	99.4	101.3	103.9	93.8	105.4	103.9	103.2	101.4
CCN(CCO)CCNc1ccc(C)c2sc3cc(OC)ccc3c(=O)c12	64.5	67.7	77.2	71.2	70.9	70.1	54.0	73.7
C[n+]1cc2cc3c(cc2c2ccccc21)OCO3	54.7	16.1	38.8	51.6	22.5	-0.3*	.	9.2*
COc1cc(CN(c2ccc(C)cc2)C2OC(=O)c3ccccc32)cc(OC)c1OC (stereo not drawn)	4.3*	38.6	5.9*	51.8	6.4*	34.1	32.3	16.8
COc1ccc(Nc2cc(C)nc(NCCCNc3ccnc4cc(Cl)ccc34)n2)cc1	-70.0*	6.8*	-100.0*	7.1*	-82.5*	-54.5*	-88.8*	-78.8*
CC1(c2ccncc2)Nc2cc(Cl)ccc2-c2ccnn21 (stereo not drawn)	103.8	103.4	96.6	78.8	58.4	89.6	.	87.7
Cc1cc(NS(=O)(=O)c2ccc3ncc(C(N)=O)c(Nc4ccc(Cl)cc4)c3c2)no1	106.8	89.7	105.5	89.6	75.0	100.8	94.4	.
CCCN1C2CCC1/C(=C\c1ccc(C)cc1)C(=O)/C2=C/c1ccc(C)cc1	104.6	92.9	103.2	80.7	93.6	93.5	80.9	95.6
c1ccc2c(c1)nc(-c1c[nH]c3ccccc13)c1[nH]ccc12	89.3	86.0	88.5	58.0	74.6	89.8	79.6	52.0
O=C1OC(c2ccc(Cl)c(Cl)c2)=C/C1=C/c1ccccc1[N+](=O)[O-]	104.1	95.5	95.3	96.8	79.7	96.1	101.1	106.7
C=C(C)[C@@H]1CC[C@]2(C)[C@H](C=CC3=C4C[C@@](C)(CO)CC[C@]4(C)CC[C@]32C)[C@@]1(C)CCCN	-92.0*	34.3	-90.0*	-34.0*	-6.4*	-55.8*	-64.5*	73.3
CCCCOc1ccc(NC(=O)CCl)cc1	108.0	83.6	95.5	82.2	74.1	84.6	37.7	98.6
Oc1c(Cl)c(Cl)c(Cl)c2ccccc12	108.9	99.1	98.0	90.0	85.2	104.5	96.5	98.1
CC(=O)O[C@H]1C[C@@]2(C)[C@@H](C[C@@H](O)[C@H]3[C@@]4(C)CC[C@H](NCCN)[C@@H](C)[C@@H]4CC[C@@]32C)/C1=C(\CCC=C(C)C)C(=O)O	107.1	99.7	104.5	96.9	97.1	97.5	105.8	100.5
CCOc1ccc(C=Nc2cc(C(C)C)c(O)cc2C)cc1OCC	99.7	103.6	99.1	63.4	96.9	107.0	87.3	103.0
CCCCCC(=O)Oc1ccc(/C(=C(\C)c2ccccc2)c2ccc(OCCN3CCCCC3)cc2)cc1	79.1	89.6	59.4	72.2	92.0	84.5	71.7	84.2
S=c1nccc(-c2ccc(-c3ccccc3)cc2)[nH]1	92.8	77.0	94.6	81.3	79.7	97.0	88.6	82.9
O=S1(=O)N=C(N=Cc2c(O)[nH]c3ccccc23)c2ccccc21	112.2	99.7	101.4	94.6	83.5	98.0	97.9	103.0
O=C(O)c1ccc(CNS(=O)(=O)c2ccc3ccccc3c2)cc1	271.3	104.5	105.9	103.6	90.8	96.2	106.1	105.0
CCOC(=O)N1CCc2c(sc3c2C(=O)N[C@H](c2ccco2)N3)C1	102.9	101.2	106.2	96.2	83.5	108.6	89.0	103.9
Cc1cccc(/C=N\N=C\c2cccc(C)n2)n1	109.0	101.7	105.5	96.6	.	108.7	93.1	92.2
O=c1ccc2nc(C(F)(F)F)nn(-c3ccccc3)c-2c1	102.1	93.5	92.8	84.6	86.5	77.4	69.7	91.9
COc1ccc(S(=O)(=O)O)cc1N=N/C(=N/Nc1cc(S(=O)(=O)O)ccc1OC)C(=O)Nc1ccccc1	.	98.5	103.5	94.0	85.0	104.0	101.2	103.4
NC1=C(C/C(N)=N\O)C(c2ccc([N+](=O)[O-])cc2)c2c(ccc3ccccc23)O1 (stereo not drawn)	100.8	94.7	92.0	81.5	83.7	93.6	96.2	102.3
NC1CCCc2ccccc21 (stereo not drawn)	102.3	101.6	104.3	86.7	76.5	109.5	109.4	111.6
Nc1ccc(-c2nnc(NS(=O)(=O)c3ccccc3)s2)cc1	106.6	104.5	102.0	94.8	96.3	105.2	.	113.7
Cc1cccc(N2CCN(CC(O)COc3ccc(Cl)cc3)CC2)c1 (stereo not drawn)	.	98.3	101.3	91.9	104.0	105.4	95.7	82.3
COc1ccc(Oc2nc(NC3CC3)nc(Oc3ccc(OC)cc3)n2)cc1	89.4	103.9	104.6	93.5	95.0	110.1	85.5	110.6
Nc1nc(N)c2nc(CO)cnc2n1	91.4	104.6	99.6	91.1	70.2	111.9	98.9	103.2
O=C1CCCCC1CNCc1ccccc1 (stereo not drawn)	97.9	116.1	98.6	97.5	81.9	108.9	102.7	98.4
O=S(=O)(OCCO)c1ccccc1	113.1	102.4	105.9	99.3	75.0	101.9	105.5	93.1
COc1ccc(C(=O)/C=C/c2c(Cl)c3c(c(OC)c2Cl)OCC(=O)N3)cc1	41.8	59.6	.	52.1	37.0	29.9	17.0	32.1
C#Cc1nc(C2=C(C)C(OC(C)=O)/C(=N/OC(C)=O)C2)cs1 (stereo not drawn)	104.8	78.4	-90.9*	-11.1*	-89.0*	-42.6*	-13.9*	-89.8*
CCN(CC)CCC(=O)c1cc(-c2ccccc2)oc1-c1ccccc1	101.8	92.1	101.6	86.7	93.2	98.9	89.0	104.0
O=C1NC(=O)N(Cc2ccccc2)CC1Br (stereo not drawn)	95.4	90.6	86.5	73.1	91.4	80.2	59.6	136.1
COc1cc(-c2nc(NC(C)=O)sc2-c2ccnc(NCCCNS(=O)(=O)c3ccccc3)n2)ccc1Cl	98.2	109.5	90.2	42.4	87.6	70.3	82.2	67.4
CC(=O)OC[C@H]1O[C@@H](OC[C@H]2O[C@@H](OC(=O)[C@@]34CC[C@]5(C)C(=CC[C@@H]6[C@@]7(C)CC[C@@H](O)C(C)(C)[C@@H]7CC[C@]65C)[C@H]3CC(C)(C)C(=O)C4)[C@H](O)[C@@H](O)[C@@H]2O)[C@H](O)[C@@H](O)[C@@H]1OC1OC(C)C(O)C(O)C1O (stereo partly drawn)	91.5	94.8	62.0	78.4	37.4	55.5	67.2	96.3
